# AmpC inh det – AmpC beta-lactamase inhibition, detergent assay; P00811; purified AmpC, nitrocefin hydrolysis with detergent; Potency, µM (doses to about 28.7 µM), for inactives: top-dose activity change, negative = inhibition; actives 0.09% (n = 71,000); AID 584; active = well fitted curve in the direction sought with a large enough effect
# Target sequence (P00811 whole entry, looked up): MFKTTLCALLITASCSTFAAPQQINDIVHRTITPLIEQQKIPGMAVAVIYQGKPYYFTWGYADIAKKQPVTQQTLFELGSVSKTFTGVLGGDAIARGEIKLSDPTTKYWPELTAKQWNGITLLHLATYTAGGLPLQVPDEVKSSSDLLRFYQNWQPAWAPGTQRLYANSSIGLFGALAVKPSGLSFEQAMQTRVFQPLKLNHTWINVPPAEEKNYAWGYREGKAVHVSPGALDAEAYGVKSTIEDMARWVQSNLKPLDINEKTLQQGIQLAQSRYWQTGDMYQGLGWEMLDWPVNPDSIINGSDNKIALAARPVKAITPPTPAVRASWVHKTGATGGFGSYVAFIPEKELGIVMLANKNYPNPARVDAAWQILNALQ
#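 E. coli AmpC (5.3 nM) in 20 mM phosphate pH 7.0 with 0.01% Triton X-100, preincubated 15 min RT with compound; nitrocefin (2 uL of 800 uM stock) hydrolysis followed by 480 nm absorbance every 20 s over 4 min.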
# Starred values were filed as active, the others as inactive; & = joins results of further samples; [ ] = remark or other dose. % is scaled to controls: 0 for no effect and ±100 for the full control effect; potency is read from the fitted curve at half-maximal effect.
Compound | AmpC inh det
O=S(=O)(N1CCCCC1)n1nnc2ccccc21 | -1.1%
O=C1c2cccnc2C(=O)N1Cc1ccc(F)cc1 | -3.0%
COc1cc(OC)c(NC(=O)c2ccc(Br)o2)cc1Cl | 0.7%
CN(C)/N=N/c1nc[nH]c1C(N)=O | 23.5%
CC(C)OC(=O)c1cccc(C(=O)OCc2ccco2)n1 | -3.1%
COCCN(CC(=O)Nc1ccc(F)cc1)S(=O)(=O)c1ccc(S(=O)(=O)N2CCCC2)cc1 | -7.1%
O=c1c(-c2cc(F)cc(F)c2)nc2cncnc2n1Cc1ccccc1 | -4.3%
CSc1ncc(Cl)c(C(=O)Nc2ccc(S(=O)(=O)N3CCOCC3)cc2)n1 | -2.7%

Compound | AmpC inh det
COc1ccc2[nH]c3c(=O)n(CCCCC(=O)N4CCC(C(N)=O)CC4)c(=S)[nH]c3c2c1 | -4.8%
N[C@H](Cc1ccc(F)cc1)C(=O)O | -6.1%
CCOc1ccccc1C(=O)NC(C(=O)Nc1ccccc1N1CCOCC1)C(C)C (stereo not drawn) | -9.5%
CCOC(=O)C(C(=O)OCC)C1N=C(N)N=C2Oc3ccccc3N21 (stereo not drawn) | 8.8%
O=c1[nH]c(=O)n(CCc2ccc(F)cc2)c(O)c1C=NCCCN1CCOCC1 | -2.4%
O=c1c(C/C=C/c2ccccc2)c(O)nc2n1CCCS2 | 1.8%
CCOC(=O)COc1cccc2c(=O)n(CC(=O)N3CCN(C(=O)OCC)CC3)ccc12 | 3.7%
CCCCn1c2c(c(=N)c3c1CCC3)CCC2 | -3.8%

Compound | AmpC inh det
COc1ccc(CCC(=O)N2c3ccccc3CC2C)cc1 (stereo not drawn) | -4.2%
O=C(CCC(=O)N1CCN(C2CCCC2)CC1)Nc1nnc(C(F)(F)F)s1 | -4.7%
O=C(CSc1nc2ccccc2c2ccccc12)c1ccccc1 | -2.8%[5.75 µM]
CCOc1ccc(-c2nn3c(-c4ccc(F)cc4)nnc3s2)cc1 | -2.7%
C=C(C)C(=O)OCCCCCCCCCC | 9.6%
CCC(=O)NCCCCNC(=O)CC | 2.0%
COc1ccc(C(C)=O)cc1CSc1nnc(C)s1 | 1.6%
COc1ccc(N(CC(=O)Nc2ccc(C)cn2)S(=O)(=O)c2c(C)noc2C)cc1 | -0.9%

Compound | AmpC inh det
COc1cc(S(=O)(=O)N2CCC(O)(c3cccc(C(F)(F)F)c3)CC2)ccc1-n1cnnn1 | 1.4%
Nc1nc2n(n1)C(c1ccco1)CC(c1ccc(Cl)cc1)N2 (stereo not drawn) | -1.9%
CC1CN(C(=O)c2ccccc2C(=O)c2ncc[nH]2)CC(C)O1 (stereo not drawn) | -4.0%
CC(C)(C)OC=O | 8.7%
CN(c1ccccc1C(=O)Nc1ccc2c(c1)OCO2)S(C)(=O)=O | -3.5%
O=C(NC1CCCCC1)N1CCN(C2CCCCC2)CC1 | -3.0%
COC(=O)[C@H](C)NC(=O)NC1CCCc2ccccc21 (stereo partly drawn) | -2.7%
Nc1nnc(SCC(=O)Nc2ccc(F)c(Cl)c2)n1-c1ccccc1 | -4.0%

Compound | AmpC inh det
CCOC(=O)N1CCN(C(=O)Cn2nc(C)c3sc4ccccc4c3c2=O)CC1 | -1.8%
O=C1c2ccccc2C(=O)N1OCc1ccccc1 | -3.1%
c1cncc(-c2nc(N3CCCCCC3)c3ccccc3n2)c1 | 7.9%
Cc1cc(C)n2nc(SCC(=O)N3CCC4(CC3)OCCO4)nc2n1 | -2.9%
NC(=O)COc1c(F)cc(SCCNS(=O)(=O)c2ccccc2)cc1F | -4.4%
N[C@H](C(=O)O)c1cc(=O)[nH]o1 | -0.9%&-1.5%
O=C1CCCC2=C1C1(CCCCC1)N=C(Nc1nc3ccccc3s1)N2 | -4.6%
Cc1ccccc1-n1nc(C)c2cc(C(=O)N3CCOCC3)sc21 | -1.2%

Compound | AmpC inh det
CC1Cc2ccccc2N1C(=O)CN1CCc2ccccc2C1 (stereo not drawn) | -1.5%
Cc1ccc(S(=O)(=O)N2CCN(C(=O)CCC(=O)OCC(=O)Nc3cccc(C#N)c3)CC2)cc1 | -4.7%
CCCCN(CC)CCCNC(=O)c1cc2c(=O)n(C)c3ccccc3c2n1C | 13.8%
COc1cc(C2c3sc(=O)[nH]c3SC3C4CCC(C4)C23)ccc1O (stereo not drawn) | -0.3%
Cc1nnc2ccc(N3CCC(C(N)=O)(N4CCCCC4)CC3)nn12 | 12.5%
COc1ccc(OCC(O)CN2CCCCC2)cc1 (stereo not drawn) | 10.9%
CCOCCOC(=O)c1[nH]c2c(c1C)C(=O)CC(c1ccc(N(C)C)cc1)C2 (stereo not drawn) | 1.7%
O=C(NCC(=O)N(Cc1ccco1)C(C(=O)NC1CCCCC1)c1cccnc1)c1ccco1 (stereo not drawn) | -3.6%

Compound | AmpC inh det
CCN(CC)c1ccc2c(C)cc(=O)oc2c1 | 8.8%
COc1ccccc1CNc1ncnc2ccc(-c3ccccc3CN(C)C)cc12 | 10.5%
CCN1C(=O)CC(N2CCC(Nc3ccc(OC)cc3)CC2)C1=O (stereo not drawn) | -2.4%
COc1ccc2[nH]cc(CCNc3ncnc4ccc(-c5ccc6c(c5)OCO6)cc34)c2c1 | 9.7%
COc1ccc(C(=O)N2CCC3(CC2)CN(c2ccccn2)C3)cc1 | 6.1%
COCCNC(=O)CSc1nc2ccccc2c(=O)n1CC1CCCO1 (stereo not drawn) | -2.4%
O=C(COC(=O)C1(c2ccc(F)cc2)CCCC1)N1CCN(C(=O)c2ccco2)CC1 | 10.0%
O=c1[nH][nH]c(=O)c2cc(N3CCCC3)ccc12 | -1.7%

Compound | AmpC inh det
C=CCN1CCc2c(cc(O)c(O)c2Br)[C@H](c2ccccc2)C1 | -0.9%
O=[N+]([O-])c1ccc(S(=O)(=O)Cc2ccccc2)c2nonc12 | -3.6%[5.75 µM]
COc1ccc(NC(=O)N2CCn3c2nc2ccccc23)cc1 | -7.2%
Cn1c(=O)[nH]c(=O)c2c1nc(N1CCCC1)n2CC(O)COc1ccccc1 (stereo not drawn) | -2.7%
COc1ccc2nc3oc(C(=O)N4CCN(c5ccccc5F)CC4)cc3cc2c1 | 1.7%
CCCCOc1ncnc2c1[nH]c1ccc(F)cc12 | -0.5%
CCOC(=O)c1ccc(NC(=O)Cn2cccc2)cc1 | -2.8%
CN=C(NC)SC1CC(=O)N(c2ccccc2)C1=O (stereo not drawn) | -2.8%

Compound | AmpC inh det
Cc1ccc(C2CC(=O)Nc3cc4c(cc32)OCCO4)s1 (stereo not drawn) | -10.0%
O=C(NCc1ccco1)C(c1ccccc1F)N(Cc1cccnc1)C(=O)Cn1nnc2ccccc21 (stereo not drawn) | -0.7%
O=C(Nc1cccc(C(=O)Nc2ccc(S(=O)(=O)O)c3cc(S(=O)(=O)O)cc(S(=O)(=O)O)c23)c1)Nc1cccc(C(=O)Nc2ccc(S(=O)(=O)O)c3cc(S(=O)(=O)O)cc(S(=O)(=O)O)c23)c1 | -2.4%&-1.5%
CCOC(=O)C(NCc1ccccn1)(NC(=O)c1cccnc1)C(F)(F)F (stereo not drawn) | 13.3%
O=C(CSc1n[nH]c(-c2ccccc2O)n1)N1CCCc2ccccc21 | -3.3%
Cc1ccc2c3c1C1(C(=O)N3C(C)(C)CC2C)C(C#N)=C(N)Oc2cc(O)ccc21 (stereo not drawn) | -4.3%
COC(=O)C1=CN(C(C)C)C=C(C(=O)OC)C1c1cccc(OC)c1 | 4.3%
CN(C)CCn1c(CO)nc2c1c(=O)n(C)c(=O)n2C | -2.2%[5.75 µM]

Compound | AmpC inh det
N#CCCCN1C(=O)C(O)(CC(=O)c2ccc3c(c2)OCCO3)c2ccccc21 (stereo not drawn) | -3.0%
Cc1nn2c(-c3ccccc3)nnc2c2ccccc12 | -5.3%
CCCS(=O)(=O)N1CCCC(C(=O)NCc2ccco2)C1 (stereo not drawn) | -1.3%
CC(C)CCN1CC(C(=O)NC(C)C)CC1=O (stereo not drawn) | -4.3%
CCOC(=O)CSc1nnc(CSc2nc3sc4c(c3c(=O)[nH]2)CCC4)n1C | -2.0%
O=C(Nc1nccs1)c1cc(S(=O)(=O)N2CCCCC2)ccc1Cl | 0.0%
CCC(C)NC(=O)c1cc(-c2ccccc2O)on1 (stereo not drawn) | 0.0%
Cc1nc(Cl)sc1C(=O)O | -0.9%

Compound | AmpC inh det
CCn1c(SCc2cccc(C(F)(F)F)c2)nnc1-c1ccco1 | 4.1%
N[C@@H](Cc1c[nH]c2ccccc12)C(=O)NCC(=O)O | -2.7%
CCS(=O)(=O)N1CCC(C(=O)NCc2cccnc2)CC1 | 0.7%
Cc1cc(Oc2ccccc2)nc(SCC(N)=O)n1 | 9.2%
CCOC(=O)N1CC=C2C(C#N)=C(N)C(C#N)(C#N)[C@H](c3ccc(OCC)c(OCC)c3)[C@H]2C1 | 13.6%
CC(=O)c1cccc(S(=O)(=O)N(Cc2cc3cc4c(cc3[nH]c2=O)OCCO4)CC2CCCO2)c1 (stereo not drawn) | -2.9%
O=C(O)c1cc(-c2cccnc2)nn1-c1ccccn1 | 7.4%
COC(=O)c1ccc2c(c1)N(Cc1ccccc1F)C(=O)c1ccccc1S2=O (stereo not drawn) | 11.6%

# Molecules shown so far that have a CF3 group, in the order listed:
Compound | AmpC inh det
O=C(CCC(=O)N1CCN(C2CCCC2)CC1)Nc1nnc(C(F)(F)F)s1 | -4.7%
COc1cc(S(=O)(=O)N2CCC(O)(c3cccc(C(F)(F)F)c3)CC2)ccc1-n1cnnn1 | 1.4%
CCOC(=O)C(NCc1ccccn1)(NC(=O)c1cccnc1)C(F)(F)F (stereo not drawn) | 13.3%
CCn1c(SCc2cccc(C(F)(F)F)c2)nnc1-c1ccco1 | 4.1%

# Carrying on:
Compound | AmpC inh det
CCc1ccc(N2CC(C(=O)NC3=NCCS3)CC2=O)cc1 (stereo not drawn) | 11.9%
Cc1cccc(OCc2nnc(SCC(=O)N(C(C)C)C(C)C)n2Cc2ccco2)c1C | 6.4%
CCc1nnc2n1N=C(c1ccc(-c3ccc(Cl)cc3Cl)o1)CS2 | 0.0%
CCOC(=O)c1sc(NC(=O)CSc2nnnn2-c2ccc(C)c(C)c2)nc1C | 9.5%
CN1C(=O)N(C)C(=O)C2(Cc3c(ccc4ccccc34)N(C)C2)C1=O | -4.3%
C[C@@H]1O[C@H](O[C@@H]2C=C3CC[C@H]4[C@@H](CC[C@]5(C)[C@@H](c6ccc(=O)oc6)CC[C@]45O)[C@@]3(C)CC2)[C@@H](O)[C@H](O)[C@@H]1O | 0.0%[12.8 µM]
CCOCCCNC(=O)C1CCN(c2cc(C)nc3c(-c4ccc(OC)c(OC)c4)c(C)nn23)CC1 | -1.9%
CCCNC(=O)CSc1nnc(-c2ccco2)n1C | 13.7%

Compound | AmpC inh det
CCOC(=O)Nc1ccc2c(CN3CCN(S(=O)(=O)c4ccccc4)CC3)cc(=O)oc2c1 | -0.7%
Cn1c(SCC(=O)c2ccc(F)cc2)nnc1-c1ccccc1N | -0.9%
CC(=O)c1c(N)[nH]c(-c2ccccc2)nc1=S | -3.4%
CCOc1ccc2[nH]c(S(=O)(=O)CC)nc2c1Cl | -1.1%
O=C1CC(N2CCN(C3CC(=O)N(CCc4ccccc4)C3=O)CC2)C(=O)N1CCc1ccccc1 (stereo not drawn) | -2.1%
COc1ccc(-n2c(=O)c(-c3cccs3)nc3cnc(N4CCN(C)CC4)nc32)cc1 | 0.3%
CCCS(=O)(=O)N1CCCC(C(=O)N2CCOCC2)C1 (stereo not drawn) | -1.5%
Cc1nnc2sc(-c3ccc(-c4ccc(Cl)c(C(F)(F)F)c4)o3)nn12 | -3.4%

Compound | AmpC inh det
CC1CC(c2ccccc2)n2nc(NC(=O)CCc3ccccc3)nc2N1 (stereo not drawn) | -0.7%
COC(=O)C[C@](O)(CCCC(C)(C)O)C(=O)O[C@@H]1C(OC)=C[C@]23CCCN2CCc2cc4c(cc2[C@H]13)OCO4 | -1.5%
COc1cc(/C=N/n2cnnc2)ccc1OCC(=O)N1CCOCC1 | 6.9%
CCN1CCCC1CNC(=O)CCNC(=O)c1cc(OC)c(OC)c(OC)c1 (stereo not drawn) | 0.5%
Cc1cc(C)n2nc(SCc3ncc(-c4ccccc4)o3)nc2n1 | -2.7%
CCN1CCc2nc(NC(=O)c3ccc4c(c3)OCCO4)sc2C1 | -0.6%
O=C(O)C[C@H]1OCC=C2CN3CC[C@]45c6ccccc6N[C@@H]4[C@H]1[C@H]2C[C@H]35 | -0.4%[5.75 µM]
O=C(NC1CCCCC1)N1CCCCCC1 | 13.7%

Compound | AmpC inh det
COc1ccc(C2C3=C(CCCC3=O)Nc3nc(C(F)(F)F)nn32)c(OC)c1OC (stereo not drawn) | 0.0%
Cn1cccc1Cc1nnc(SCC(=O)NC2CCCC2)n1-c1ccc(F)cc1 | 15.4%
Oc1ccc(Cl)cc1Cc1ccccc1 | 4.0%
CCOc1ccc(-c2nnc(SCC(=O)N3CCOCC3)o2)cc1 | -6.1%
COc1ccc(-c2cc(C(F)(F)F)nc(NCc3ccco3)n2)cc1OC | 18.3%
CCOC(=O)c1cnc(Nc2nc3ccccc3o2)nc1CN1CCN(c2ccccc2)CC1 | -3.5%
COc1ccc(Br)cc1CNC(=O)C1CCC(=O)N1C(C)C (stereo not drawn) | -3.0%
O=C(O)[C@H]1CC=CC[C@@H]1C(=O)Nc1cccc(O)c1 | -1.2%[5.75 µM]

Compound | AmpC inh det
CCC(C)(C)n1nnnc1CN(Cc1ccc(Cl)cc1)Cc1ccco1 | -1.3%
COc1cc(OC)cc(C(=O)Nc2ccccc2N2CCOCC2)c1 | -5.8%
C[C@]12CN(CC[N+](C)(C)C)C[C@]1(C)[C@@H]1CC[C@@H]2O1 | -2.8%[5.75 µM]
c1ccc(-c2nnc3n2NC(c2ccc4c(c2)OCO4)S3)cc1 (stereo not drawn) | -8.1%
CC1(C)C2CCC1(C)C(OC(=O)CSc1nc(N)cc(=O)[nH]1)C2 (stereo not drawn) | 7.6%

# High-throughput results: PubChem BioAssay, National Center for Advancing Translational Sciences (NCATS)

# Only part of the results is shown; count on the stated rates, not on these rows.
